Source: PubChem BioAssay (several laboratories)
HCV NS3 hel inh: inhibitors of Hepatitis C virus NS3 helicase | NS3 helicase DNA unwinding, Cy5 molecular beacon fluorescence | inhibition, % at 10.9 µM | 290,000 tested, 0.56% active | AID 1800;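 active means inhibition above the mean of all tested compounds plus 3 SD, set per campaign, cut at about 35% in these data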;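 further: 0% = DMSO wells and 100% = thioflavine S control wells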
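Material: hepatitis C virus NS3 helicase domain fragment enzyme; measured by: Cy5 fluorescence, 0 and 60 min reads; control set: DMSO and thioflavine S; incubation: 60 min unwinding reaction at 25 °C after ATP addition; read-out basis: % inhibition from 60/0 min fluorescence ratio, DMSO 0%, thioflavine S 100%; repeats: singlicate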
V1R ag counter: activates human V1a receptor in oxytocin agonist counter-screen; AID 2797; 320,000 tested, 0.25% active; CHO-V1R cells, Fluo-8 calcium fluorescence, agonist mode; 0% DMSO, 100% 3 nM vasopressin; P37288; activation, % at 3 µM;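 active means activation above the mean activation of all tested compounds plus 3 SD, per screening run, cut at about 20% in these data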;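 further: signal is peak over basal fluorescence ratio across a 100 second FLIPR read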
Target sequence (P37288 whole entry, looked up): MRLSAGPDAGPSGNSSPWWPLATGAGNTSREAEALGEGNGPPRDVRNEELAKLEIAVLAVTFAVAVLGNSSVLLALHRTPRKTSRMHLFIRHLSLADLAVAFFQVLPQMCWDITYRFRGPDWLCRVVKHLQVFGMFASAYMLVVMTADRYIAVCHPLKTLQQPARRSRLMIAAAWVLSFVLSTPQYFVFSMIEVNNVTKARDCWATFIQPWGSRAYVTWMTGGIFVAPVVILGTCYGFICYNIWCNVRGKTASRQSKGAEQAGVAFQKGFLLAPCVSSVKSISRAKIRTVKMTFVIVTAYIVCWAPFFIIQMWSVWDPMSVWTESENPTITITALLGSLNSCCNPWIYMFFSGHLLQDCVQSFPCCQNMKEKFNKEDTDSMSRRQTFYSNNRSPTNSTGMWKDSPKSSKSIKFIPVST
PHOSPHO1 block: PHOSPHO1 (human) inhibition | inhibition, % at 13.3 µM | 290,000 tested, 1.1% active | AID 1565 | recombinant PHOSPHO1, absorbance phosphatase assay; in the data active means inhibition above about 60%
OXTR ag: activates the human oxytocin receptor | P30559 | CHO-OTR cells, Fluo-8 calcium fluorescence; normalized: DMSO 0%, oxytocin 100% | activation, % at 3 µM | 320,000 tested, 0.32% active | AID 2435;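 active means activation above the mean of all tested compounds plus 3 SD, cutoff set per screening run, cut at about 20% in these data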;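 further: peak over basal fluorescence ratio from a 100 s FLIPR kinetic read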
GPR7 antagonist: antagonists of human GPR7 (neuropeptides B/W receptor 1). P48145. GPR7-expressing cells, fluorescence antagonist assay. inhibition, % at 4.4 µM. 290,000 tested, 1.1% active. AID 1861; in the data active means inhibition above about 16%, passing the limit was not always enough;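 further: cells stimulated with the agonist NPW; 0% = agonist with vehicle and 100% = vehicle without agonist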
Target sequence (P48145 whole entry, looked up): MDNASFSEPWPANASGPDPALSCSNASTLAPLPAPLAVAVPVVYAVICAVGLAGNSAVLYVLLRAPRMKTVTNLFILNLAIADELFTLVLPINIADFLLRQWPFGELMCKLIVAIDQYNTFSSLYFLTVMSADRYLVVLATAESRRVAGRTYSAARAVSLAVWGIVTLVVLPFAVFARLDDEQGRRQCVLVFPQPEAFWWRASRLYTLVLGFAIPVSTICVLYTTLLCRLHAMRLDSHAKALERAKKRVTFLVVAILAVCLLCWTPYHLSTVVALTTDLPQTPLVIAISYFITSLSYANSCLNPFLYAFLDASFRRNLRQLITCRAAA
FID counter: counter-screen for HCV NS3 helicase inhibitors: DNA intercalator displacement | AID 1845 | DNA fluorescent intercalator displacement, fluorescence | 290,000 tested, 0.17% active | inhibition, % at 7.9 µM; in the data active means inhibition above about 37%;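 further: 0% = vehicle and 100% = reference compound; higher means more ethidium bromide displaced from hairpin DNA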
GalR3 antag: human GalR3 antagonism; 360,000 tested, 0.44% active; HEK293 GalR3-CNG cAMP membrane potential fluorescence; galR3 body fused to GalR1 C-terminus; inhibition, % at 3 µM; O60755; AID 651719;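 active means inhibition above the screen-wide average plus 3 SD, cut at about 13% in these data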;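 further: forskolin and galanin both at EC90 stimulate the cells; cAMP rise reported by CNG channel membrane potential dye signal; 0% = forskolin plus galanin with DMSO and 100% = forskolin alone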
Target sequence (O60755 1-299 limits assumed): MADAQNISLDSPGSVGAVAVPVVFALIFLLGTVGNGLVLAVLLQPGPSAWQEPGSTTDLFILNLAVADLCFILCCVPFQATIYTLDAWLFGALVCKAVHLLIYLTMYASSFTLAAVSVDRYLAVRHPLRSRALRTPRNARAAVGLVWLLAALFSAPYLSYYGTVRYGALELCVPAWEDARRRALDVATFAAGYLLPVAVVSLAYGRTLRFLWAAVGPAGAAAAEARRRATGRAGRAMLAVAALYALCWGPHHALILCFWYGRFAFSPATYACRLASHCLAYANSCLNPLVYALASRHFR
IMP-1 inhibitor: blocks Pseudomonas aeruginosa IMP-1 metallo-beta-lactamase | purified IMP-1, nitrocefin hydrolysis, epi-absorbance fluorescence | inhibition, % at 5.6 µM | 290,000 tested, 0.45% active;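 active means inhibition above the mean plus 3 SD of all compounds in the same screening run, cut at about 4.5% in these data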;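 further: 0% = IMP-1 with DMSO and 100% = DMSO wells lacking enzyme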
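Assay system: purified IMP-1; Quantity: IMP-1 0.2 nM before substrate addition; Medium: HEPES buffer pH 7.1 with ZnSO4 and Brij 35; Incubation: 15 min enzyme–compound preincubation, then 25 min nitrocefin reaction, 25 °C; Signal: fluorescence quenching readout, ex 480/em 530 nm; Controls: DMSO with and without IMP-1; Repeats: singlicate testing.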
VIM-2 inh: inhibitors of Pseudomonas aeruginosa VIM-2 metallo-beta-lactamase. purified VIM-2, nitrocefin hydrolysis, epi-absorbance fluorescence. inhibition, % at 5.6 µM. 290,000 tested, 0.89% active;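 active means inhibition above the mean of all tested compounds plus 3 SD, cutoff set per screening run, cut at about 7.5% in these data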;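 further: red hydrolysis product quenches plate fluorescence so inhibitors raise well fluorescence; 0% = enzyme with DMSO and 100% = DMSO without enzyme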
* hit, by the source's call; x = not tested or not shown.

Order of results – HCV NS3 hel inh | V1R ag counter | PHOSPHO1 block | OXTR ag | GPR7 antagonist | FID counter | GalR3 antag | IMP-1 inhibitor | VIM-2 inh
> Cc1ccc(OCC(=O)NC(=S)Nc2ccc(Br)cn2)cc1C
→ 1 | -0.3 | -68 | -0.1 | -6 | 8 | -2 | -4.3 | -2.1
> COc1ccc(CNc2nc3ccccc3n2C)c(O)c1
→ -2 | 2.0 | 28 | 3.7 | 0 | 1 | -4 | -1.9 | -0.1
> Cc1cc(F)ccc1N1CCC(N2CCN(CCC(C)C)C(CCO)C2)CC1 (stereo not given)
→ 1 | 6.3 | 5 | 1.3 | 2 | 19 | -3 | -2.6 | -3.2
> Cc1c(O)nc(SCC(=O)Nc2ccc3c4c(cccc24)CC3)n(-c2ccccc2)c1=O
→ 10 | -1.1 | -16 | -1.2 | 9 | -57 | -6 | -0.5 | -1.3
> COc1cccc(OCC(Cn2c(C)nc3ccccc32)OC(C)=O)c1 (stereo not given)
→ -2 | 3.5 | 16 | 0.8 | 10 | -12 | -4 | -3.1 | -3.3
> FC(F)(F)c1cnc2c(-c3ccccc3)n[nH]c2c1
→ -12 | x | 41 | x | 1 | 3 | -6 | -3.0 | -2.5
> CCN(c1ccccc1)S(=O)(=O)c1ccc(Cl)c(C(=O)NCC2CCCO2)c1 (stereo not given)
→ -3 | 0.5 | -13 | -0.6 | -9 | -17 | 3 | -2.7 | -1.7
> Cc1ccc(N2C(=O)Nc3ccccc3S2(=O)=O)cc1Cl
→ -10 | 0.4 | 34 | 1.9 | 0 | -5 | -5 | -2.2 | -1.9
> O=C1c2cccc(O)c2C(=O)c2c(O)cccc21
→ 9 | 0.1 | -14 | 0.3 | -11 | 1 | x | -2.5 | 1.8
> O=C(CSc1ccc([N+](=O)[O-])cn1)Nc1ccc2c(c1)OCO2
→ -2 | -0.7 | 24 | -0.2 | 3 | 1 | -6 | -6.3 | -3.4
> COCC(=O)N(Cc1cc2ccc(C)cc2[nH]c1=O)c1ccc(OC)cc1
→ 1 | 2.1 | -42 | 0.2 | 4 | -29 | -2 | -2.6 | -4.3
> COc1ccc(NC2CCCN(C(=O)CCCn3cncn3)C2)cc1 (stereo not given)
→ 3 | 1.2 | 14 | 0.2 | -17 | -4 | -1 | -1.9 | 0.1
> CCCc1cc(=O)[nH]c(SCC(=O)N(C)C2CCS(=O)(=O)C2)n1 (stereo not given)
→ 4 | 0.7 | -7 | 0.2 | -6 | -1 | -4 | -3.6 | -1.6
> COc1cc2c(cc1NC(=S)NC(=O)/C=C/c1ccc(OC)c(OC)c1)oc1ccccc12
→ 1 | x | -6 | x | -9 | 1 | -1 | 1.1 | 0.8
> CNc1nnc(-c2ccncc2)s1
→ 4 | -0.8 | 4 | 0.9 | -11 | 0 | -3 | -4.1 | -3.8
> O=C(CCc1nnc2n(Cc3ccc(F)cc3)c(=O)c3ccccc3n12)NCCCN1CCOCC1
→ -5 | 1.7 | 18 | 1.2 | 0 | 16 | -1 | 0.7 | 2.3
> CCCNC(=O)c1c(N)n(-c2cc(OC)cc(OC)c2)c2nc3ccccc3nc12
→ -10 | 3.2 | -8 | 0.0 | -6 | -9 | -5 | -3.2 | -2.2
> OC1CCN(c2cc(-c3ccccc3)nc3cc(-c4ccc(F)cc4)nn23)CC1
→ -13 | 0.5 | 33 | 0.6 | -13 | -10 | -3 | -1.1 | -0.2
> Cc1ccc(C)c(NCCC#N)c1
→ 3 | 1.2 | 14 | 1.4 | -9 | -1 | -10 | -1.2 | -1.8
> COc1ccc(C(=O)Nc2ccc(N3CCN(C)CC3)cc2)cc1
→ -9 | 0.8 | 8 | 1.3 | -2 | 9 | -8 | -6.2 | 15*
> O=S(=O)(c1ccc(Cl)c(Cl)c1)c1snnc1-c1ccccc1
→ 7 | x | -6 | x | -8 | 1 | x | -3.8 | -2.6
> CC(C)N(C(=O)COC(=O)c1ccc(Cl)c(S(N)(=O)=O)c1)C(C)C
→ 0 | 2.0 | 4 | 0.7 | -6 | -3 | 3 | -1.8 | -1.4
> COc1ccc(C(C(=O)NCc2ccccc2)N(Cc2ccco2)C(=O)c2snc(C(N)=O)c2N)cc1 (stereo not given)
→ -16 | 3.1 | 32 | 1.7 | -1 | -33 | -4 | -2.5 | -1.4
> O=C(CCN1C(=O)/C(=C/c2ccc(F)cc2)SC1=S)NCCc1ccc(O)cc1
→ 16 | 11 | 36 | 6.8 | -12 | -24 | -3 | -0.9 | -2.1
> CC(NC(=O)c1cccc(F)c1)C(c1cccs1)N1CCN(C)CC1 (stereo not given)
→ -3 | -0.5 | 22 | 1.1 | 8 | 8 | 0 | 0.3 | 0.7
> CC(=O)N1CCCc2cc(S(=O)(=O)N3CCCC(C(=O)Nc4cc(C)ccc4C)C3)ccc21 (stereo not given)
→ -4 | 5.1 | 36 | 2.9 | -15 | -60 | -9 | -1.2 | -5.6
> Cc1ccc(Nc2nc(N)c([N+](=O)[O-])c(N3CCC(C)CC3)n2)cc1C
→ 4 | -0.2 | 12 | -0.1 | -4 | -2 | -4 | -2.0 | -2.4
> CC1=CC(C)C(C[N+]2(C)CCCCC2)C(C)C1 (stereo not given)
→ 9 | 0.6 | 21 | 0.8 | -3 | 4 | 2 | -1.9 | -4.0
> COC(=O)Cc1c(C)nc2nc(NCc3cccc([N+](=O)[O-])c3)[nH]n2c1=O
→ 0 | 0.9 | 0 | -0.4 | -6 | -1 | -7 | -3.2 | -2.9
> CNC(=O)C(NC(=O)CNC(=O)c1ccc(Cl)cc1)C(C)(C)C (stereo not given)
→ 3 | 1.0 | -30 | -0.9 | -11 | -3 | -3 | -3.1 | -3.0
> CCCCN(CCCC)CCNC(=O)CSCc1ccc(C)cc1
→ -8 | -0.8 | 58 | 4.9 | 6 | 19 | -6 | -2.5 | -1.7
> Cc1ccc2nc(-c3ccc(NC(=O)COC(=O)c4ccc([N+](=O)[O-])o4)cc3)sc2c1
→ -11 | 0.6 | -2 | 2.2 | -3 | -3 | -3 | -2.8 | -0.9
> O=C(N/N=C1\CCCc2c1[nH]c1ccc([N+](=O)[O-])cc21)c1ccncc1
→ 4 | 1.2 | 1 | 0.6 | -11 | 2 | x | -2.8 | -1.6
> COC(=O)N/N=C(\C)c1ccccc1OC(F)F
→ 4 | 0.4 | 22 | -0.8 | -1 | 4 | -6 | -1.4 | -1.6
> Cc1cc2ncn(/N=C/c3ccc([N+](=O)[O-])s3)c2cc1C
→ 17 | 0.6 | -1 | -0.2 | -1 | -3 | -10 | -3.3 | -2.6
> N#Cc1ccc(C(c2nnnn2CCc2ccccc2)N2CCCCCC2)cc1 (stereo not given)
→ -5 | 0.7 | -7 | 0.9 | -9 | -7 | -3 | -1.9 | 0.2
> COc1ccc(-n2nc(C)cc2Nc2ccccc2C(=O)O)cc1
→ 13 | -0.3 | -17 | -1.4 | -11 | -27 | -3 | -1.7 | -2.2
> O=C1CC(N2CCN(C(c3ccccc3)c3ccccc3)CC2)C(=O)N1 (stereo not given)
→ 3 | -0.6 | 3 | -0.3 | -5 | -5 | 0 | -2.4 | -4.1
> CCCN1CCN(S(=O)(=O)c2cn(C)nc2C)CC1
→ -4 | 0.8 | x | 0.2 | -9 | 2 | -1 | -0.9 | -0.6
> COC(=O)CSc1nnc(NC(=O)c2ccc3c(c2)OCO3)s1
→ 2 | -0.3 | 8 | 0.4 | -9 | -7 | -2 | -2.4 | -3.1
> Cn1ccnc1SCC(=O)Nc1ccc2c(c1)COC2=O
→ 9 | 0.3 | -7 | -1.1 | 2 | -4 | -4 | -1.6 | 1.3
> O=C(COC(=O)c1ccc([N+](=O)[O-])o1)NC1CCS(=O)(=O)C1 (stereo not given)
→ -5 | -0.4 | 4 | 1.2 | -13 | 1 | -8 | -0.6 | -3.5
> COc1ccccc1NC(=S)N(Cc1ccco1)Cc1cc2cc(C)ccc2[nH]c1=O
→ 14 | 0.2 | -1 | -1.8 | -2 | -15 | -9 | -2.5 | -5.4
> COc1ccc(C)cc1NC(=O)CN(C)C1CCCCC1
→ 7 | -0.7 | 27 | -0.8 | -5 | -7 | -10 | -1.4 | 1.4
> CCc1ccc2[nH]c(O)c(N=Nc3nc(-c4ccccc4)cs3)c2c1
→ -1 | -0.8 | -8 | -1.5 | -1 | 1 | -2 | -2.5 | -3.5
> O=C(Nc1nc2c(s1)CCCC2)C1CCCN1C(=O)c1cccs1 (stereo not given)
→ 13 | 0.4 | 95* | 0.8 | -7 | -18 | -3 | -5.1 | -1.4
> Clc1ccc(-c2noc(CN(Cc3ccccn3)CC3CCCO3)n2)cc1 (stereo not given)
→ -7 | 0.5 | -14 | -1.9 | -7 | -28 | -6 | -4.3 | -7.2
> O=C(Oc1cccc(OC(=O)c2ccco2)c1)c1ccco1
→ 9 | x | 30 | x | 10 | -11 | -11 | -4.2 | -3.7
> O=C1CC(Sc2cccs2)C(=O)N1c1ccccc1 (stereo not given)
→ 32 | -0.3 | 51 | 0.1 | 10 | -4 | -2 | 0.1 | 1.4
> Cc1ccc(N(CC(=O)NC2CCCCCC2)S(=O)(=O)c2c(C)nn(C)c2C)cc1
→ 1 | -0.7 | -7 | -2.5 | -12 | -30 | -3 | -4.9 | -4.2
> CN(C)CCCNC(=O)CCc1nc2ccccc2c(=O)[nH]1
→ 0 | 0.1 | -4 | 0.2 | 3 | 0 | -3 | -1.9 | -3.7

4 of these compounds in another layout.
SMILES | HCV NS3 hel inh | V1R ag counter | PHOSPHO1 block | OXTR ag | GPR7 antagonist | FID counter | GalR3 antag | IMP-1 inhibitor | VIM-2 inh
N#Cc1ccc(C(c2nnnn2CCc2ccccc2)N2CCCCCC2)cc1 (stereo not given) | -5 | 0.7 | -7 | 0.9 | -9 | -7 | -3 | -1.9 | 0.2
O=C(Nc1nc2c(s1)CCCC2)C1CCCN1C(=O)c1cccs1 (stereo not given) | 13 | 0.4 | 95* | 0.8 | -7 | -18 | -3 | -5.1 | -1.4
COc1ccc(-n2nc(C)cc2Nc2ccccc2C(=O)O)cc1 | 13 | -0.3 | -17 | -1.4 | -11 | -27 | -3 | -1.7 | -2.2
COC(=O)N/N=C(\C)c1ccccc1OC(F)F | 4 | 0.4 | 22 | -0.8 | -1 | 4 | -6 | -1.4 | -1.6

Whole records from above:
Entry for `CCCN1CCN(S(=O)(=O)c2cn(C)nc2C)CC1` : HCV NS3 hel inh = -4; V1R ag counter = 0.8; PHOSPHO1 block = x; OXTR ag = 0.2; GPR7 antagonist = -9; FID counter = 2; GalR3 antag = -1; IMP-1 inhibitor = -0.9; VIM-2 inh = -0.6
Entry for `Clc1ccc(-c2noc(CN(Cc3ccccn3)CC3CCCO3)n2)cc1` (stereo not given) : HCV NS3 hel inh = -7; V1R ag counter = 0.5; PHOSPHO1 block = -14; OXTR ag = -1.9; GPR7 antagonist = -7; FID counter = -28; GalR3 antag = -6; IMP-1 inhibitor = -4.3; VIM-2 inh = -7.2
